USP1-UAF1 inh = inhibitors of human USP1/UAF1 deubiquitinase; O94782; recombinant USP1/UAF1, Ub-Rhodamine cleavage fluorescence; Potency, µM (series often up to 57.1 µM), for the others: at the highest dose activity change, negative = inhibition, actives largely listed as inhibitors; hit rate 0.23% among 390,000; AID 743255; further: potency means the concentration at half of the fitted maximal effect; on the % scale 0 is the no-effect control and ±100 the full control effect; nearly all actives have a fitted effect of over 60% in size; inactives centre near -12
Target sequence (O94782 whole entry, looked up): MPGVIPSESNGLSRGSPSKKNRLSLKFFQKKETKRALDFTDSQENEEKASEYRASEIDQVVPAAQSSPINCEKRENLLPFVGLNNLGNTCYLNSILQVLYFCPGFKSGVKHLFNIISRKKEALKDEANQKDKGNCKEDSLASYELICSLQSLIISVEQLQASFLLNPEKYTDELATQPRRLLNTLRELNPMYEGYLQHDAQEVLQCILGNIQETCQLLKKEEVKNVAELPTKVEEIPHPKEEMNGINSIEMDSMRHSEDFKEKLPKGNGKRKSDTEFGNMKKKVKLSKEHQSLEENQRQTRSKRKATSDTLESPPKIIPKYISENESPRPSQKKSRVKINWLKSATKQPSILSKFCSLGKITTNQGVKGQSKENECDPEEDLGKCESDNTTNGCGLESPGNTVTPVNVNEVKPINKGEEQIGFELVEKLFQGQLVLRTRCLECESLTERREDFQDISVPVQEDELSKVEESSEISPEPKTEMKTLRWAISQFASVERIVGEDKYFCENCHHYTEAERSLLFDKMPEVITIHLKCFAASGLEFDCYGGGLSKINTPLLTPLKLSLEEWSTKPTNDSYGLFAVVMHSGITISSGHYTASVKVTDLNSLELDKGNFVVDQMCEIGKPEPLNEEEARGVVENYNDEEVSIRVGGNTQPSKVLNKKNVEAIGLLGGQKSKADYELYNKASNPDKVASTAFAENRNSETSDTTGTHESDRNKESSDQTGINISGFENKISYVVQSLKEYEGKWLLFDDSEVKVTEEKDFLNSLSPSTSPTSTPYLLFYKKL
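High-throughput fluorogenic screen: 1nM USP1/UAF1 complex, Ub-Rho substrate 150nM final, 50mM HEPES pH 7.8 with 0.5mM EDTA, 0.1 mg/ml BSA, 1mM TCEP and 0.01% Tween-20.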
PI4K2A block = blocks human PI4K2A kinase activity | Q9BTU6 | purified PI4K2A, ADP-Glo luminescence, 1 h; active compounds read low | activity change, negative = inhibition, % at 76.9 µM | hit rate 0.13% among 420,000; in the data active means activity change below about -50%; inconclusive means mostly about -30% to -49%;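 further: -100% = wells without enzyme as full effect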
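PI4K2A activity was measured by ADP-Glo luminescence: enzyme (4 ug/mL stock) and phosphatidylinositol (1.2 mM stock) in Tris pH 7.5/MgCl2/EGTA/Triton X-100 buffer were reacted with ATP (300 microM stock) for one hour at ambient temperature.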
Vif-A3F inh = blocks the Vif interaction with APOBEC3F. AID 602313. hit rate 0.2% among 390,000. Potency, µM (titrated, usually from 46.1 µM), inactives show at the top dose activity, negative = active. HeLa A3F-eYFP + Vif (tagged APOBEC3F with the HIV-1 protein that degrades it), YFP fluorescence increase; further: potency means the concentration at half of the fitted maximal effect; % of control where 0% means no effect; nearly all actives have a fitted effect of over 65% in size
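Fluorescence increase (Ex 488/Em 500-530) after overnight compound treatment at 37 deg C flags inhibition of Vif-driven A3F-eYFP loss in stable HeLa A3F-eYFP/Vif cells seeded overnight beforehand.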
RXFP1 ag = RXFP1 (human) receptor agonism; hit rate 0.3% among 370,000; HEK293T-RXFP1 cAMP TR-FRET, 30 min; response scale: percent of porcine relaxin response, buffer zero; Potency, µM (series often up to 57.5 µM), for inactives: at the highest dose activation, most hits filed as activators; further: potency means the concentration at half of the fitted maximal effect; on the % scale 0 is the no-effect control and ±100 the full control effect; nearly all actives have a fitted effect of over 60% in size; many of its hits are not listed in these tables
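HEK293T cells stably expressing RXFP1 were pretreated with the PDE4 inhibitor Ro 20174, exposed to compounds for 30 min at 37C, lysed, and cAMP was read by TR-FRET. Data normalized to buffer (basal) and 29 nM porcine relaxin (100%).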
GRP78 ERSR act = induces the endoplasmic reticulum stress response in human glioma cells. U87-MG GRP78 promoter luciferase reporter, 16 h. Potency, µM, without a hit: at the highest dose activation, most hits filed as activators. hit rate 0.02% among 420,000. AID 602332; further: potency means the concentration at half of the fitted maximal effect; series mostly up to about 76 µM; % of control where 0% means no effect; nearly all actives have a fitted effect of over 35% in size
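ERSR induction read as luciferase luminescence (Bright-Glo, 10 min at room temperature) in stably transfected human U87-MG glioma cells exposed to compounds for 16 h, using GRP78 as sensor.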
Vif-A3G inh = Vif-A3G binding inhibition; Q9HC16; HeLa A3G-eYFP + Vif (tagged APOBEC3G with the HIV-1 protein that degrades it), YFP fluorescence, overnight; Potency, µM (top dose mostly 46.1 µM), without a hit: at the top dose activity, negative = active, usual class: inhibitors; hit rate 0.076% among 410,000; AID 602310;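 further: potency means the concentration at half of the fitted maximal effect; on the % scale 0 is the no-effect control and ±100 the full control effect; nearly all actives have a fitted effect of over 60% in size; hits raise eYFP signal because A3G escapes Vif-driven loss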
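Read-out is eYFP fluorescence (Ex 488/Em 500-530) from Vif-expressing HeLa A3G-eYFP cells; more signal means A3G escaped Vif-mediated degradation. Cells plated overnight, compound pinned in, incubated overnight at 37 deg C.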
TrxR1 substrate = is turned over as a substrate by rat TrxR1; O89049; purified TrxR1 substrate turnover, NADPH consumption readout; Potency, µM (series often up to 114 µM), for inactives: at the top dose activity change, negative = substrate turnover; hit rate 0.01% among 390,000; AID 588456; further: potency means the concentration at half of the fitted maximal effect; on the % scale 0 is the no-effect control and ±100 the full control effect; nearly all actives have a fitted effect of over 50% in size
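Rat TrxR1, dispensed at 90 nM, was prereduced with 400 uM NADPH (final) for 5 min at ~22 deg C, then incubated with compound 15 min before 400 uM selenite. A first-read NADPH fluorescence drop versus no-compound background flagged substrates.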
IDH1 R132H inh = blocks human mutant IDH1 R132H enzyme | O75874 | IDH1-R132H enzyme, NADPH consumption, diaphorase/resazurin fluorescence | Potency, µM (series often up to 76.6 µM), for inactives: at the highest dose activity change, negative = inhibition, hits mostly inhibitors | hit rate 0.093% among 390,000; further: potency means the concentration at half of the fitted maximal effect; on the % scale 0 is the no-effect control and ±100 the full control effect; nearly all actives have a fitted effect of over 65% in size
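IDH1-R132H (0.5 ug/mL dispensed) in pH 7.5 Tris buffer was preincubated 30 min with compound, then given a substrate mix of 0.016 mM NADPH and 2 mM alpha-KG for 80 min at room temperature; remaining NADPH was read by diaphorase/resazurin fluorescence.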
LDHA block = LDHA (human) enzyme inhibition; P00338; purified LDHA, NADH/diaphorase-resazurin fluorescence; active compounds read low; activity change, % (values are at about 110 or 230 µM); hit rate 0.15% among 480,000; AID 1347041; in the data active means activity change below about -30%; inconclusive means mostly about -25% to -30%;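 further: plate controls were DMSO wells for no effect and wells without enzyme for full effect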
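Enzyme activity of human lactate dehydrogenase 5 (2 nM; 0.06 mM NADH, 0.2 mM pyruvate, 5 min, RT) is measured via a resazurin/diaphorase fluorescence readout of residual NADH.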
Starred values were filed as active, the others as inactive; ? = inconclusive; . = no result given; [ ] = remark or other dose. Unless noted, the call rests on the fitted dose curve; in most records, active means well fitted curve in the direction sought with a large enough effect; inconclusive means small, poorly fitted or top-dose-only effect, or another doubt; inactive means no such curve, though single readings can be large; an effect the other way counts as inactive or inconclusive. This is a subset, so the mix of outcomes need not match the whole.

1. COC(=O)CCC(=O)Nc1cc(S(=O)(=O)Nc2ccc(Cl)cc2)ccc1N1CCOCC1
2. CCCCCn1c(=O)[nH]c2cc(C(=O)NCCCN(CC)CC)ccc2c1=O
3. Oc1ccc(C23CCCC2C2(CCCC2)c2ccc(O)cc2O3)c(O)c1 (stereo not drawn)
4. Cc1ccccc1NC(=O)C1c2ccccc2Oc2ccccc21
5. O=C(O)C1C2CCCCC2=C2CCCCC2C1C(=O)O (stereo not drawn)
6. CCN(CC(=O)NCc1cccs1)C(=O)c1cccc(S(=O)(=O)Nc2ccc(F)cc2)c1
7. O=c1[nH]c(-c2ccccc2)c(-c2ccccc2)o1
8. CCc1ccccc1N(CC(=O)N1CCc2ccccc2C1)S(C)(=O)=O

Assay by compound | 1 | 2 | 3 | 4 | 5 | 6 | 7 | 8
USP1-UAF1 inh | -9% | -8% | -14% | -20% | -25% | -17% | -23% | -12%
PI4K2A block | -7 | 1 | 4 | 0 | 1 | 0 | -1 | -4
Vif-A3F inh | 7% | 1% | -27% | 3% | -2% | -1% | 1% | 3%
RXFP1 ag | -0.6% | -0.1% | 1.2% | 0.3% | 0.8% | . | 3.7% | -0.2%
GRP78 ERSR act | -3% | -7% | 4% | -3% | -4% | 6% | 0% | -2%
Vif-A3G inh | 0% | 0% | -17% | -10% | 0% | 0% | 0% | 0%
TrxR1 substrate | 2% | 12% | 3% | 2% | -7% | 3% | 16% | -2%
IDH1 R132H inh | 0% | -1% | 0% | 6% | 11% | -7% | 11% | -5%
LDHA block | -2 | -8 | -2 | -4 | 26 | -8 | 0 | 0

9. C[C@H](NC(=O)c1ccccc1)C(=O)OCC(=O)Nc1ccc(Cl)cn1
10. NC(=O)c1c(NC(=O)c2ccncc2)sc2c1CCCC2
11. Cn1nc(-c2ccncc2)nc2c(=O)n(C)c(=O)nc1-2
12. CC(C)(C)NC(=O)COc1ccc(CNn2nnnc2N)cc1
13. S=c1[nH]cc2cnccn12
14. CCOc1ccc(C(=O)N(C)C2CCS(=O)(=O)C2)cc1 (stereo not drawn)
15. CCOC(=O)c1cccc(NC(=O)c2ccc3snnc3c2)c1
16. CN(C)CCNC(=O)COc1cccc2c1OC(C)(C)C2

Assay by compound | 9 | 10 | 11 | 12 | 13 | 14 | 15 | 16
USP1-UAF1 inh | -23% | -9% | . | -14% | -13% | -16% | -25% | -27%
PI4K2A block | -1 | -3 | . | -2 | -3 | 1 | ? | -3
Vif-A3F inh | -4% | 1% | . | -10% | -4% | 2% | -6% | 9%
RXFP1 ag | . | 5.4% | . | 0.0% | . | -0.7% | -0.1% | -3.7%
GRP78 ERSR act | -3% | 5% | -10% | -3% | -4% | -2% | -1% | 0%
Vif-A3G inh | 4% | -1% | -16% | -4% | 0% | 4% | -2% | 2%
TrxR1 substrate | . | -7% | 20µM* | 2% | . | -7% | -3% | 10%[57.1 µM]
IDH1 R132H inh | 0% | -8% | . | 1% | 2% | -4% | 11% | 6%
LDHA block | -2 | -6 | 25 | -12 | -1 | -2 | -6 | 0

17. CS(=O)(=O)c1sc(C(=O)NC(=O)Nc2cccc(C(F)(F)F)c2)c2c1C=CCC2
18. CCC(C)(C)NC(=S)Nc1ccccc1C
19. CCc1nnc(NC(=O)CSc2nnc(CNc3ccc(Cl)cc3)o2)s1
20. COCCNCC#CCOc1ccc(OC)cc1
21. Cc1c(C(=O)N2CCCCCC2)c(S(=O)(=O)N(Cc2ccccc2)C(C)(C)C)c(C)n1C
22. CCOC(=O)c1c(NC(=S)NC(=O)c2ccc(Cn3cc(Cl)cn3)o2)sc2c1CCCCC2
23. COCCNC(=O)COC(=O)c1cccnc1SC
24. C=CCC1(CC=C)CCCN1C(=O)C1CCC(=O)N(Cc2ccc(Cl)cc2)C1 (stereo not drawn)

Assay by compound | 17 | 18 | 19 | 20 | 21 | 22 | 23 | 24
USP1-UAF1 inh | -10% | -23% | -4% | ? | -11% | -1% | ? | -26%
PI4K2A block | -1 | -2 | -8 | -5 | -1 | -1 | 5 | -1
Vif-A3F inh | -6% | -3% | 5% | -4% | -8% | -2% | -11% | -1%
RXFP1 ag | 14% | -1.3% | 3.6% | 0.9% | 2.8% | 0.0% | 2.2% | .
GRP78 ERSR act | 2% | -3% | -5% | -1% | -1% | -2% | -5% | -3%
Vif-A3G inh | -4% | -2% | 1% | -6% | 1% | 1% | 3% | -1%
TrxR1 substrate | 3% | -3% | -5% | 8% | 2%[57.1 µM] | -1%[57.1 µM] | 2% | .
IDH1 R132H inh | 4% | -1% | -3% | 7% | -6% | 0% | -6% | 8%
LDHA block | -7 | -3 | -3 | -11 | -3 | -4 | -7 | -1

25. CCSc1ncc(Cl)c(C(=O)Nc2sc3c(c2C(=O)OC)CCCC3)n1
26. COc1cc(CN(C(=O)Nc2cccc(Cl)c2)c2ccccn2)cc(OC)c1OC
27. c1ccc(CN(Cc2ccccc2)c2c3c(nc4ncnn24)CCC3)cc1
28. CCN(CC(=O)Nc1c(F)cccc1F)C(=O)CN1C(=O)c2ccccc2C1=O
29. CC(=O)Nc1ccc(NS(=O)(=O)c2ccc(C)cc2)cc1[N+](=O)[O-]
30. Nc1nnc(-c2cccc([N+](=O)[O-])c2)s1
31. CCOC(=O)C1=CCN(S(=O)(=O)c2ccc(C)cc2)C1c1cccc2ccccc12 (stereo not drawn)
32. O=C1CC(c2ccc(O)c(O)c2)Oc2cc(O)cc(O)c21 (stereo not drawn)

Assay by compound | 25 | 26 | 27 | 28 | 29 | 30 | 31 | 32
USP1-UAF1 inh | . | ? | -8% | -5% | -19% | -6% | . | 8%
PI4K2A block | . | 4 | -1 | 3 | 9 | -3 | 7 | -4
Vif-A3F inh | . | 1% | -1% | -11% | 1% | -3% | . | 10%
RXFP1 ag | . | -3.5% | 5.4% | 2.8% | 3.8% | 0.4% | . | 0.0%
GRP78 ERSR act | -2% | -1% | 3% | -4% | -3% | -2% | 0% | ?
Vif-A3G inh | 0% | 4% | -2% | 0% | -7% | 1% | -2% | -5%
TrxR1 substrate | 4% | -1% | -8% | -5% | 6%[57.1 µM] | 5%[57.1 µM] | . | -4%
IDH1 R132H inh | . | 1% | -7% | 4% | 6% | 2% | . | -16%
LDHA block | -3 | -5 | -9 | -5 | -6 | 0 | -5 | 1

33. CC1(c2ccc(Cl)cc2Cl)OCC(Cn2ccnc2)O1 (stereo not drawn)
34. CN(C)c1ccc(NC(=O)/C=C/c2c(Cl)cccc2Cl)cc1
35. COC(=O)CSC(=S)N1C(C)CCCC1C (stereo not drawn)
36. CCOc1ccc(Cl)cc1CNCCCSc1nnnn1C
37. CC[n+]1c(C)sc2c3ccsc3ccc21
38. O=C(c1ccc2c(c1)OCO2)N(CC1CCCO1)C1(C(=O)NC2CCCC2)CCCCC1 (stereo not drawn)
39. COc1ccccc1N1CCN(C/C(C)=C/c2ccccc2)CC1
40. O=C(COc1ccc2ccccc2c1Br)Nc1cccnc1

Assay by compound | 33 | 34 | 35 | 36 | 37 | 38 | 39 | 40
USP1-UAF1 inh | 3% | -8% | -19% | -2% | -18% | -19% | -6% | -23%
PI4K2A block | 1 | 0 | 2 | 1 | -2 | -4 | 1 | -2
Vif-A3F inh | 1% | 11% | -1% | 0% | 1% | -1% | -7% | 1%
RXFP1 ag | 0.0% | 0.7% | 2.1% | 2.5% | 4.6% | -0.1% | 0.9% | 15%
GRP78 ERSR act | -5% | 2% | -5% | -4% | -2% | -3% | -2% | 2%
Vif-A3G inh | ? | -10% | 13% | -1% | 2% | -2% | 2% | 0%
TrxR1 substrate | -7% | -14% | 8% | 3% | -6% | 0% | 1% | 6%
IDH1 R132H inh | -9% | 5% | -12% | -14% | 0% | 11% | 0% | 6%
LDHA block | -22 | -2 | -13 | -1 | -2 | -6 | -1 | -1

41. COc1ccc(-c2nnn(CC(=O)NCc3cccs3)n2)cc1OC
42. O=C1CCCN1CCCN1C(=O)N[C@@H](Cc2ccccc2)C1=O
43. C/C(=N\N)c1c(-c2ccccc2)c2cc(Br)ccc2[nH]c1=O
44. CCOC(=O)CN(C(=O)CNC(=O)c1ccco1)C(C(=O)NC1CCCC1)c1ccccc1OCC (stereo not drawn)
45. CCC(NS(=O)(=O)c1ccc(OC)cc1)C(=O)O (stereo not drawn)

Assay by compound | 41 | 42 | 43 | 44 | 45
USP1-UAF1 inh | -22% | -15% | -1% | -16% | -3%
PI4K2A block | -8 | 4 | 1 | -4 | 0
Vif-A3F inh | 3% | 3% | -2% | . | 4%
RXFP1 ag | 2.2% | -1.1% | 0.5% | 1.3% | -0.8%
GRP78 ERSR act | -5% | -5% | -5% | -3% | -6%
Vif-A3G inh | 0% | -5% | 1% | 2% | -1%
TrxR1 substrate | 7% | 4% | -6% | 2% | 9%[57.1 µM]
IDH1 R132H inh | 7% | 1% | 15% | 2% | 4%
LDHA block | 3 | -2 | -1 | -4 | 1

2 records drawn at random from the list so far:
41. COc1ccc(-c2nnn(CC(=O)NCc3cccs3)n2)cc1OC
30. Nc1nnc(-c2cccc([N+](=O)[O-])c2)s1

Assay by compound | 41 | 30
USP1-UAF1 inh | -22% | -6%
PI4K2A block | -8 | -3
Vif-A3F inh | 3% | -3%
RXFP1 ag | 2.2% | 0.4%
GRP78 ERSR act | -5% | -2%
Vif-A3G inh | 0% | 1%
TrxR1 substrate | 7% | 5%[57.1 µM]
IDH1 R132H inh | 7% | 2%
LDHA block | 3 | 0
